Source: PubChem (several laboratories)
NSD2 inh: NSD2 histone methyltransferase inhibitors, primary screen, biochemical, AlphaScreen, single concentration, set 2; Histone-lysine N-methyltransferase NSD2 (Homo sapiens), O96028; NSD2 peptide methylation, 120 min; inhibition, % at 12.5 µM; 310,000 compounds, 0.54% hits; AID 743445, 2014; in the data active = inhibition above about 50%
PKA-R2B activ: activators of PKA-R2B holoenzyme, primary screen, biochemical, fluorescence polarization, Cy5-IP20, human; cAMP-dependent protein kinase catalytic subunit beta (Homo sapiens) + cAMP-dependent …; PKA-R2B holoenzyme dissociation; R2B truncated from residue 108, S112A mutant; 0% DMSO only, 100% 113 µM cGMP; activation, % at 11.4 µM; 340,000 compounds, 0.079% hits; AID 504700, 2011;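 active = activation above a cutoff set at the mean over all compounds plus 3 SD, cut at about 18% in these data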;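 also: higher means more holoenzyme dissociation and a rise in polarization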
Target sequence (P31323 whole entry, looked up, other chains not shown, the tested form may be a part): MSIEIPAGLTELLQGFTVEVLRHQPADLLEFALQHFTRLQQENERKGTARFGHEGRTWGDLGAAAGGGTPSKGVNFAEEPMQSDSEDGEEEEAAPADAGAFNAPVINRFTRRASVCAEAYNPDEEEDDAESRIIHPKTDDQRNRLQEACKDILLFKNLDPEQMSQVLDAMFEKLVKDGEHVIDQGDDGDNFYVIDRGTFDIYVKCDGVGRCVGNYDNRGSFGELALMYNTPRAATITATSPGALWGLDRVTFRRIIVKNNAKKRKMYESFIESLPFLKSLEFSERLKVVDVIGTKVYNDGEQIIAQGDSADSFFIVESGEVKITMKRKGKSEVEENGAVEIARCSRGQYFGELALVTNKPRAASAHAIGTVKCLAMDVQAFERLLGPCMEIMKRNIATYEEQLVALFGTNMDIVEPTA
dFosB activator: activators of delta FosB homodimer, primary screen, biochemical, fluorescence polarization, TAMRA-CDK5 oligo, single point; AID 493131, 2011; 340,000 compounds, 0.99% hits; Protein FosB (Mus musculus), P13346; purified delta FosB; percent of positive-control signal above neutral wells; activation, % at 25 µM;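 active = mean activation above about 17%, with every replicate also reaching it, limit read from the data, passing the limit was not always enough; inconclusive = only one of the two conditions met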;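 also: fluorescence polarization rise as delta FosB binds a TAMRA Cdk5 AP-1 oligo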
SR-BI HDL uptake: inhibitors of SR-BI mediated HDL lipid uptake, primary screen, ldlA[mSR-BI] cells, fluorescence, single point; ldlA[mSR-BI] CHO cells, DiI-HDL uptake fluorescence, 3 h; Scavenger receptor class B member 1 (Mus musculus), Q61009; inhibition, % at 12.5 µM; 320,000 compounds, 0.96% hits;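 active = mean replicate inhibition of at least 70% and a set share of replicates each scoring 70 or more; inconclusive = meets just one of the two criteria; inactive = fails both criteria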;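 also: 0% = median of neutral control wells and 100% = median of positive control wells; values of inactives mirror those of a sister screen read the other way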
PKA-R1A activ: activators of PKA-R1A holoenzyme, primary screen, biochemical, fluorescence polarization, Cy5-IP20, bovine R1A, mouse PKAc. cAMP-dependent protein kinase type I-alpha regulatory subunit (Bos taurus) + …. AID 504707, 2011. 340,000 compounds, 0.083% hits. PKA-R1A dissociation; scaled: DMSO 0%, 113 µM cGMP 100%. activation, % at 11.4 µM;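 active = percent activation above the mean of all tested compounds plus 3 SD, cut at about 19% in these data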;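 also: higher means more PKAc released from R1A so a rise in polarization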
SR-BI uptake up: activators of SR-BI mediated DiI-HDL uptake, primary screen, ldlA[mSR-BI] CHO cells, DiI fluorescence. 3 h; 100 = double the neutral-control signal. activation, % at 12.5 µM. 320,000 compounds, 0.096% hits;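 active = mean replicate activation of at least 60% and every replicate at or above 60%; inconclusive = mean or all-replicate condition met, but not both; inactive = mean below 60% and not all replicates reaching 60%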;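 also: 0% = median plate neutral-control signal and 100% = twice that signal; values of inactives mirror those of a sister screen read the other way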
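Assay system: LDL receptor-deficient CHO ldlA cells overexpressing murine SR-BI / Medium: BSA-supplemented, HEPES-buffered Ham's F12, pH 7.4 / Probe or stimulus: DiI-labelled HDL at 10 µg/mL final / Timing: compound with DiI-HDL co-incubation, 3 h at 37 °C / Technique: bottom-read cell fluorescence after medium removal, ex 550/em 595 nm / Measure: HDL uptake via cellular fluorescence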
Arr AP2 block: inhibitors of beta-arrestin/AP2 binding, primary screen, biochemical, GPCR trafficking, flow cytometry; inhibition, % at 10 µM; FITC-arrestin peptide / GST-AP2 beads; AP2 beta2 appendage carries R879A mutation; 340,000 compounds, 0.31% hits;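 active = inhibition above a set limit, near 3 SD of compounds lacking own fluorescence, cut at about 54% in these data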;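 also: plate controls were DMSO wells for no effect and 5 µM unlabelled arrestin peptide for full effect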
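System: GST-tagged AP2 beta2-adaptin appendage (R879A) on 4 µm glutathione beads / Reagent: FITC-arrestin peptide, 50 nM / Detection: HyperCyt-sampled flow cytometry, FL1 channel, ex 488/em 535 nm / Timing: 12 min plus 1 h, RT / Buffer or medium: PBS plus Tween 20 (0.05%) and BSA (0.1%)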
SUMO Mot1 rescue: yeast Mot1-301 growth rescue at high temperature, primary screen, SUMOylation pathway inhibitor project, S. cerevisiae, ATP luminescence, 38.5C. S. cerevisiae Mot1-301 growth rescue; percent above DMSO median, 100 means doubled. growth rescue, % at 18.8 µM. 320,000 compounds, 1% hits;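 active = every valid replicate shows activation above 250% relative to neutral control wells; inactive = the rest, any valid replicate at or below 250%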;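 also: OY570 slx delta 5 strain wells were the positive control but not used for scaling; some compounds called inactive have numbers as strong as hits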
MITF act: activators of MITF-driven TRPM1 promoter reporter, primary screen, cell-based, SK-MEL-5, luciferase, single point | SK-MEL-5 TRPM1-promoter luciferase, 24 h; % of positive control, neutral wells = 0 | 300,000 compounds, 0.75% hits | activation, % at 12.5 µM;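 active = mean activation of at least 80% with every replicate also reaching 80%; inconclusive = mean reaches 80% but some replicate falls short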;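 also: 0% = neutral control wells and 100% = parthenolide positive control wells; values of inactives mirror those of a sister screen read the other way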
CDK5 p35 inh: inhibitors of human CDK5/p35 kinase, primary screen, biochemical, single concentration | Cyclin-dependent kinase 5 (Homo sapiens) + Cyclin-dependent kinase 5 activator 1 (Homo … | Recombinant CDK5/p35, ADP-Glo luminescence, 60 min | inhibition, % at 10 µM | 330,000 compounds, 0.01% hits | AID 488839, 2010;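 active = highest replicate inhibition of at least 50% and at least 75% of replicates reaching 50%; inconclusive = only one of the two criteria met; inactive = both criteria failed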;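 also: plate controls were DMSO neutral control for no effect and GW8510 at 10 µM for full effect; many of its hits are not listed in these tables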
Target sequence (Q00535 whole entry, looked up): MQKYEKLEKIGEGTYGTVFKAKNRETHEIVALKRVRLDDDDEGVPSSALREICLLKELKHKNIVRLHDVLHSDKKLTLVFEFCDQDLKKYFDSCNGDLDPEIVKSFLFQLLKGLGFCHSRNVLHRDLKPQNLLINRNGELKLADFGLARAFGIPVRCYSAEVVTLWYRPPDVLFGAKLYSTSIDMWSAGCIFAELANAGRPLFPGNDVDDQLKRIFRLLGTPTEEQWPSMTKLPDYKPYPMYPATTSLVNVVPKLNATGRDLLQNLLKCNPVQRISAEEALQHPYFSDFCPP
Target sequence (Q15078 whole entry, looked up): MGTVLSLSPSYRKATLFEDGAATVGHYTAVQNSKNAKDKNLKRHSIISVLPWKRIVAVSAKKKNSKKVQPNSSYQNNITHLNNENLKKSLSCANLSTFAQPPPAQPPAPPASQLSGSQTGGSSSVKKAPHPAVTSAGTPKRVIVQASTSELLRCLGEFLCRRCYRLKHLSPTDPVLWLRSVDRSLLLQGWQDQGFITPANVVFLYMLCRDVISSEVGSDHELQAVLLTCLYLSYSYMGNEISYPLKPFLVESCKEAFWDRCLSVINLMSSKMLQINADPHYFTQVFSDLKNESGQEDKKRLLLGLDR
Pemphigus Ab inh: inhibitors of pemphigus antibody binding to DSG3, primary screen, biochemical, bead-based, flow cytometry, scFv-GFP | AID 588358, 2011 | binding (percent of control), % at 10 µM | Desmoglein-3 (Homo sapiens), P32926 | DSG3-coupled beads, scFv-anti-DSG3-GFP binding; stronger effect = lower value | 310,000 compounds, 0.48% hits;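 active = binding more than 3 SD below its plate's average and above zero; inconclusive = below that plate limit but binding exactly zero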; also: some compounds called inactive have numbers as strong as hits
Active calls of the source: *; ? = inconclusive; · = not tested or not shown.

entry | NSD2 inh | PKA-R2B activ | dFosB activator | SR-BI HDL uptake | PKA-R1A activ | SR-BI uptake up | Arr AP2 block | SUMO Mot1 rescue | MITF act | CDK5 p35 inh | Pemphigus Ab inh | structure
1 | -3 | 6 | -25 | 43 | 11 | -43 | 8 | 89 | 20 | -0.6 | 95 | CCOCCCNC(=O)c1ccc(/C=C2\Oc3ccccc3N(C)C2=O)cc1
2 | 8 | -4 | -16 | -23 | 8 | 23 | 6 | 14 | -9 | 2.1 | 95 | CC1CC(C)CN(c2nc(NCc3ccco3)nc(N)c2[N+](=O)[O-])C1 (centres undefined)
3 | 0 | 2 | 1 | -8 | -8 | 8 | · | 141 | 13 | -0.5 | 97 | Cn1cc(CC(=O)NCCCN2CCOCC2)c2ccccc21
4 | 14 | -15 | -7 | 30 | -6 | -30 | 30 | -3 | · | 1.3 | · | COc1ccc(OC)c(-c2nnc(-c3ccc(C)o3)o2)c1
5 | 1 | 0 | 0 | -10 | -6 | 10 | 2 | -8 | -9 | 1.4 | 98 | Cc1c(OC(C)C(=O)O)ccc2c3c(c(=O)oc12)CCCC3 (centres undefined)
6 | -3 | -7 | -5 | 0 | -1 | 0 | -3 | 0 | 11 | 1.3 | 102 | CCN(CC)C(=O)C1CCCN(C(=O)c2oc3ccc(C)cc3c2C)C1 (centres undefined)
7 | -5 | 6 | -6 | -15 | 0 | 15 | -4 | -7 | 30 | -0.3 | 102 | CCN(CC)C(=O)c1cc2c(=O)c3cc(F)ccc3oc2nc1C
8 | 5 | 5 | -14 | 21 | -8 | -21 | 3 | -24 | · | 0.2 | · | COC(=O)c1sccc1NC(=O)c1ccc(C)s1
9 | 2 | 1 | -5 | -31 | -3 | 31 | 28 | -1 | · | -0.3 | 96 | CC(C)(C)c1cc2cccnc2n1Cc1cccc(Cl)c1
10 | 0 | 5 | -7 | 22 | -4 | -22 | -8 | 9 | 7 | 0.3 | 105 | CCn1cc(C(=O)NC(=S)Nc2ccccc2Br)cn1
11 | -32 | 2 | -15 | 10 | -10 | -10 | 10 | 2 | 9 | 0.1 | 101 | COc1ccc2c(COC(=O)CC3Sc4ccccc4NC3=O)cc(=O)oc2c1 (centres undefined)
12 | · | 6 | -5 | -10 | -19 | 10 | 10 | 95 | 7 | 0.5 | 110 | COc1cccc(-n2c(Cc3cc(=O)[nH]c(=O)[nH]3)nnc2SCC(=O)NC2CCCCC2)c1
13 | · | -9 | 1 | -15 | -17 | 15 | 1 | 1 | 9 | 0.1 | 103 | COc1ccc(C2c3c(nc[nH]c3=O)Oc3nc[nH]c(=O)c32)cc1
14 | 0 | 4 | 3 | -13 | 4 | 13 | -4 | 3 | -8 | 1.6 | 105 | CCOC(=O)CSc1nnc(-c2ccco2)n1-c1ccccc1
15 | -3 | 3 | -3 | -4 | -8 | 4 | -16 | -1 | -4 | -0.4 | · | O=C(NCCc1nnc2ccc(NCCCN3CCOCC3)nn12)c1ccccc1F
16 | 3 | 0 | -1 | 17 | -5 | -17 | 85* | · | 18 | 1.5 | 103 | Cc1ccc(NC(=O)c2ccc(CSc3nnc(-c4ccncc4)n3C)cc2)cc1
17 | -2 | 0 | 0 | -14 | -8 | 14 | 3 | 15 | -6 | -0.3 | 105 | CCCCC(=O)Nc1ccnc(-c2cccnc2)n1
18 | 3 | 3 | 1 | -12 | -3 | 12 | 2 | 0 | 2 | 0.6 | 100 | Cc1cc(C(=O)NNC(=O)c2cccc([N+](=O)[O-])c2)n[nH]1
19 | -3 | -1 | ? | 79* | -2 | -79 | 7 | 0 | 17 | 1.8 | 116 | COc1ccc(/C=N\NC(=O)c2ccccc2Br)cc1COc1ccc(F)cc1
20 | · | 0 | 2 | 50 | -7 | -50 | -3 | · | 10 | -0.2 | 95 | Cc1nc(C(=O)NCCC(C)C)sc1C1(C)CC(c2cccc([N+](=O)[O-])c2)=NO1 (centres undefined)
21 | 7 | 2 | 6 | 31 | -5 | -31 | 18 | -3 | -6 | -1.0 | 84 | CSc1ccccc1NC(=O)Nc1cccc(Cl)c1C
22 | · | 5 | -6 | -1 | -4 | 1 | 3 | -6 | -18 | -2.7 | · | O=C(CSc1nnc(-c2ccc(Br)o2)n1Cc1ccccc1)c1ccccc1F
23 | 1 | -10 | -13 | 11 | -6 | -11 | -6 | 16 | -13 | 0.2 | 114 | Cc1cccc(NC(=O)CN(CC2CCCO2)C(=O)c2oc3ccccc3c2C)c1C (centres undefined)
24 | -5 | -12 | -5 | 19 | -6 | -19 | 0 | 5 | 0 | 0.4 | 120 | CCOc1ccccc1-c1cc(C(=O)N/N=C(\C)c2cccnc2)c2ccccc2n1
25 | 0 | -10 | 5 | 3 | -10 | -3 | 31 | 3 | 10 | -0.4 | 83 | COc1cc(S(N)(=O)=O)c(OC)cc1N
26 | -1 | 4 | -6 | -6 | 11 | 6 | 0 | 105 | 8 | 0.7 | 113 | Clc1cccc(Cl)c1OCCCCN1CCCCC1
27 | 4 | 7 | 0 | 5 | 4 | -5 | 10 | -15 | 2 | 37 | 101 | Oc1[nH]c2ccccc2c1C1=NCCCCC1
28 | 1 | 1 | 0 | -18 | -6 | 18 | -9 | -17 | 1 | -6.5 | · | COCCn1c(=O)[nH]c2cc(C(=O)NCc3cccnc3)ccc2c1=O
29 | -3 | -11 | -6 | 12 | -12 | -12 | 3 | -13 | · | 0.8 | 102 | Cc1ccc(C(C)C)c(OCC(=O)N2CCN(c3ncccn3)CC2)c1
30 | -6 | 2 | 9 | -10 | -6 | 10 | 16 | -5 | -15 | -2.1 | 103 | C=CC(O)Cc1c(C)n[nH]c1C (centres undefined)
31 | 69* | 14 | -13 | -15 | 1 | 15 | 3 | 4 | -8 | 0.7 | 87 | CCOC(=O)N1CCN(C(=S)NCCOC)CC1
32 | 2 | -2 | 2 | -3 | 6 | 3 | -9 | 14 | -9 | · | 89 | O=C(NN1C(=O)/C(=C/c2cccs2)SC1=S)c1ccccc1
33 | -5 | -9 | 6 | -7 | -1 | 7 | 9 | -11 | -10 | -0.8 | 106 | O=C(CSc1ccccc1)NCCCN1CCOCC1
34 | -2 | -8 | 1 | 7 | -4 | -7 | 27 | -24 | -16 | -0.7 | 114 | CC(C)CNC(=O)NC(=O)CSc1nc2ccccc2n1CC(C)C
35 | · | -8 | -1 | -6 | 6 | 6 | 9 | 187 | 1 | 1.0 | 103 | CN1CCN(Cc2nc3c(c(=O)[nH]c(=O)n3C)n2CCc2ccccc2)CC1
36 | 0 | 5 | -2 | -11 | -10 | 11 | -26 | -10 | 6 | 0.3 | · | CCCCNC(=O)CSc1nc2cc3c(cc2c(=O)n1Cc1ccco1)OCO3
37 | -2 | 2 | 3 | -11 | -5 | 11 | -1 | -13 | -5 | -2.5 | 102 | NC(=O)c1ccc(C(F)(F)F)cn1
38 | -4 | -11 | -4 | 12 | -6 | -12 | -13 | 174 | -19 | 1.2 | 100 | Cn1ccsc1=NC(=O)c1ccc(S(C)(=O)=O)c([N+](=O)[O-])c1
39 | -1 | 0 | -6 | 2 | -8 | -2 | -1 | -3 | 12 | -5.6 | 106 | CC(=O)N1CCN(C(=O)c2ccc(-c3cccc(C(F)(F)F)c3)o2)CC1
40 | -2 | -7 | -3 | -16 | -5 | 16 | 21 | -5 | 9 | -0.5 | 98 | c1cc2c(cc1CN1CCOCC1)OCO2
41 | -2 | -9 | -9 | 4 | -8 | -4 | -1 | 238 | · | 4.6 | · | Cn1c(CCNC(=O)c2ccccc2)nc2cc(NC(=O)c3ccco3)ccc21
42 | 9 | -5 | -6 | · | -5 | · | 0 | -11 | 8 | -5.7 | · | O=C(N/N=C/c1ccc(Br)cc1)c1cc[n+]([O-])cc1
43 | 1 | -1 | -7 | 6 | 1 | -6 | 5 | 11 | -6 | 0.8 | 109 | CCCCNC(=O)c1ccccc1SCc1c(C)noc1C
44 | 0 | 7 | 14 | 8 | -11 | -8 | -49 | 38 | -7 | 0.9 | 97 | Cc1ccc(NC(=O)CSC(N)=O)cc1Cl
45 | 6 | -3 | -4 | -11 | -4 | 11 | 0 | 237 | 12 | -2.9 | 97 | CC(C)C1Nc2ccc(C(=O)N3CCN(c4ccccn4)CC3)cc2NC1=O (centres undefined)
46 | 1 | 3 | -3 | 2 | -4 | -2 | -1 | 2 | 6 | -0.4 | 103 | O=c1[nH]nc(SCc2cc(Cl)ccc2Cl)c(=O)[nH]1
47 | · | -2 | 6 | -2 | -1 | 2 | -1 | -21 | -8 | 0.3 | · | CCn1cc(S(=O)(=O)CC(=O)Nc2cc(C)on2)c2ccccc21
48 | 27 | -3 | 4 | -20 | -2 | 20 | -3 | -15 | 6 | 2.2 | 98 | CC(=O)NS(=O)(=O)c1ccc2sc(C)nc2c1
49 | 1 | -2 | -2 | -19 | -6 | 19 | -4 | 11 | 9 | -0.2 | 102 | Cc1ccc(CSc2nnc(-c3ccccc3N)c(=O)[nH]2)cc1
50 | -2 | -7 | -7 | 66 | -2 | -66 | 21 | 5 | -8 | -2.7 | 104 | CCOc1ccccc1N1CCN(C(=O)COc2ccc3c(C)cc(=O)oc3c2)CC1
